# Bioassay records deposited in PubChem BioAssay by Broad Institute.
# Casp6 inh = human caspase-6 inhibitors, primary screen, biochemical, VEID-R110 fluorescence, single point, set 2; P55212; purified caspase-6, Z-VEID-R110 cleavage fluorescence; inhibition, % at 12.5 µM; 350,000 tested, 0.53% active;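 active = mean inhibition across replicates at least about 35%, with every replicate also reaching that limit, limit read from the data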;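 also: 0% = median of neutral control wells and 100% = no fluorescence left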
# Target sequence (P55212 24-179 limits assumed): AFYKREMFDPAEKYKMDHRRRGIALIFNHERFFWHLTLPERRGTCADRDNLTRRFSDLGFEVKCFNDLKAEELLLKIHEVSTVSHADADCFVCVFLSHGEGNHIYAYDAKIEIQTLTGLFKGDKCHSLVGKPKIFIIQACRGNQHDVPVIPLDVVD
# Target sequence (P55212 194-293 limits assumed): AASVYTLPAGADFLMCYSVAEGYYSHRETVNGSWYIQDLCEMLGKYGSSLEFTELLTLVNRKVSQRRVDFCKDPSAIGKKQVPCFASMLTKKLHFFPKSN
# PGC1a acetyl inh = inhibitors of PGC1a acetylation signal, primary screen, cell-based, U2OS, AlphaScreen, inhibitor mode | inhibition, % at 15.6 µM | 350,000 tested, 0.17% active | AlphaScreen anti-acetyl-lysine; with virally co-expressed GCN5 acetyltransferase;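 active = every replicate shows inhibition of at least 40%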;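 also: 0% = neutral control wells and 100% = positive control wells; some results beyond the cut were filed as inactive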
# EWS-Fli inh = EWS/Fli-driven NR0B1 reporter inhibitors, primary screen, A673 cells, NR0B1 luciferase, luminescence, MLPCN library. 350,000 tested, 0.67% active. inhibition, % at 12.6 µM. viability-normalised;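 active = mean inhibition of at least 50% after viability correction, with every replicate also passing that limit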;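 also: firefly luciferase signal divided by Alamar Blue viability fluorescence both relative to DMSO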
# FN deposit inh = inhibitors of fibronectin matrix deposition, primary screen, AH1F cells, Alexa488-fibronectin fluorescence, plate reader | inhibition, % at 12.6 µM | AID 743247, 2014 | 350,000 tested, 0.086% active | AH1F fibroblasts, overnight;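 active = mean inhibition across replicates of 30% or more, regardless of how many single replicates reach that level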;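 also: positive control wells lacked labelled fibronectin entirely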
#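 Material – AH1F fibroblast monolayer, labelled fibronectin deposition · Reagent – labelled fibronectin 24 nM · Timing – 1 h adhesion, overnight exposure · Measured by – fluorescence at 485 nm excitation, 525 nm emission · Read-out – inhibition of fibronectin deposition signal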
# miR122 inh = miR-122 Renilla sensor signal increase in Huh7, primary screen, miR-122 inhibitor project, cell-based, single point, plate reader; Huh7 miR-122 Renilla luciferase sensor, 48 h; neutral wells = 0, positive control = 100; activation (reporter increase), % at 12.5 µM; 340,000 tested, 0.3% active; AID 602342, 2012;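 active = mean replicate activation score at least 90 and every replicate individually at or above 90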;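 also: higher luciferase means less miR-122 activity so hits act as miR-122 inhibitors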
# Cneo AK release = Cryptococcus neoformans cell lysis inducers, primary screen, AK release luminescence, single concentration | 360,000 tested, 0.2% active | lysis activity, % at 15 µM | AID 651654, 2012 | C. neoformans lysis, adenylate kinase release luminescence, 4 h; normalised: neutral wells 0, clomiphene wells 100;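 active = mean lysis activity across replicates of at least 80%, whatever share of replicates individually reach that level; inactive = mean lysis activity below 80%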
#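 Assay system: Cryptococcus neoformans yeast cells / Dosing: single-point compound dose / Timing: 4 h at 37 °C static, read 1 h later / Measured by: luminescence of released adenylate kinase using an AK detection reagent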
# LGR2 inh = inhibitors of bursicon-induced LGR2 CRE-luciferase signal, primary screen, cell-based, HEK293, CRE-luciferase reporter, bursicon stimulation; AID 720647, 2013; Drosophila bursicon receptor LGR2 (rickets); 380,000 tested, 0.35% active; bursicon-stimulated, 4 h; inhibition, % at 9.99 µM;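 active = drop in luminescence signal, shown as inhibition above about 50% in the replicate tests, limit read from the data, passing the limit was not always enough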;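 also: agonist challenge used bursicon conditioned medium at about half maximal strength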
# PAX8 reporter = inhibitors of PAX8-driven TPO luciferase reporter, primary screen, RMG-I cells, single concentration | SteadyGlo, 24 h | inhibition, % at 12.6 µM | 360,000 tested, 1.2% active | AID 652154, 2013;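 active = mean replicate inhibition at least 60% with every replicate also reaching 60%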;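 also: luciferase light reporting Pax8 driven TPO promoter activity; plate controls were median of neutral control wells for no effect and mitoxantrone controls for full effect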
# The depositor's hits bear a star; . = not tested or not shown; [ ] = dose if it differs, or a comment. This is a random part of the collection (roughly 2.5% active in at least one column).
# Sample of the layout, 4 compounds:
SMILES,Casp6 inh,PGC1a acetyl inh,EWS-Fli inh,FN deposit inh,miR122 inh,Cneo AK release,LGR2 inh,PAX8 reporter
CN(C)CC(=O)N1[C@H](C#N)[C@H](c2ccc(-c3ccc(C(=O)N(C)C)cc3)cc2)[C@H]1CO,-1.1,5.5,-5.7,1.8,.,-3.6,-8.1,-3.3
CCCCNC(=O)C[C@@H]1C[C@@]2(C(=O)OC)CC(C)(C)CC=C2N(Cc2cccc3ccccc23)C1=O,1.5,.,2.7,-8.5,.,.,4.6,2.3
Cc1ccc(C(=O)NCc2ccncc2)cc1S(=O)(=O)N1CCCCC1,-5.3,-4.3,.,-0.4,18.9,-0.9,7.8,-0.2
COc1ccc(OCCN(C)C(=O)c2cccc(S(=O)(=O)N(C)c3ccccc3)c2)cc1,2.5,-12.2,4.4,2.9,14.3,-0.1,-11.6,5.4

# The list itself, repeating the preview:
SMILES,Casp6 inh,PGC1a acetyl inh,EWS-Fli inh,FN deposit inh,miR122 inh,Cneo AK release,LGR2 inh,PAX8 reporter
CN(C)CC(=O)N1[C@H](C#N)[C@H](c2ccc(-c3ccc(C(=O)N(C)C)cc3)cc2)[C@H]1CO,-1.1,5.5,-5.7,1.8,.,-3.6,-8.1,-3.3
CCCCNC(=O)C[C@@H]1C[C@@]2(C(=O)OC)CC(C)(C)CC=C2N(Cc2cccc3ccccc23)C1=O,1.5,.,2.7,-8.5,.,.,4.6,2.3
Cc1ccc(C(=O)NCc2ccncc2)cc1S(=O)(=O)N1CCCCC1,-5.3,-4.3,.,-0.4,18.9,-0.9,7.8,-0.2
COc1ccc(OCCN(C)C(=O)c2cccc(S(=O)(=O)N(C)c3ccccc3)c2)cc1,2.5,-12.2,4.4,2.9,14.3,-0.1,-11.6,5.4
CCOC(=O)Nc1ccc2c(c1)N(C(=O)CN1CCN(CCO)CC1)c1ccccc1CC2,2.2,.,6.8,-5.0,-3.5,-0.8,-0.7,14.9
C[C@@H]1CCCCO[C@@H](CN(C)S(=O)(=O)c2cn(C)cn2)[C@@H](C)CN([C@H](C)CO)C(=O)c2cc(NC(=O)Cc3ccccc3)ccc2O1,.,12.9,-0.3,.,2.7[16.7 µM],-11.0,0.6,-8.9
Cc1nnc2n(-c3ccccc3)c(=O)c3c4c(sc3n12)CCCC4,-4.5,-10.2,1.6,-4.2,4.7,-0.4,-25.3,21.0
O=C(COC(=O)c1cc([N+](=O)[O-])ccc1NCCO)NCc1cccs1,-5.5,.,1.9,-3.7,-3.7,-1.6,7.4,-0.8
C/C(=N\NC(=O)c1cc(C)nc2ccccc12)c1ccco1,.,-1.3,-17.5,-4.9,-6.3,-2.5,-3.5,-7.3
O=C(Cn1cc(S(=O)(=O)Cc2cccc(F)c2)c2ccccc21)N1CCOCC1,-0.3,.,.,2.0,.,-5.3,-1.1,-12.8
NC1=NC[C@@H](Cc2ccc(O)cc2)N1CCC12CC3CC(CC(C3)C1)C2,1.7,5.6,13.3,-4.3,6.1,8.5,17.5,-14.2
CC1CCCCN1CCNC(=O)c1ccc2c(c1)N(Cc1cccc(Cl)c1)C(=O)c1ccccc1S2=O (configuration not stated),-12.4,1.5,20.5,2.4,-3.1,0.0,5.5,-12.8
CN(C)S(=O)(=O)c1ccc(N2CCCC2)c(C(=O)Nc2ccc(C(N)=O)cc2)c1,-8.3,.,9.3,-6.0,-4.5,.,0.8,17.8
C/C=C/c1ccc([C@@H]2[C@H](CO)N[C@@H]2CN(C)S(=O)(=O)c2ccccc2)cc1,.,0.8,9.5,-9.1,21.4[16.7 µM],0.2,3.0,-0.7
CCOc1cccc(NC(=O)C2CC(=O)N(C)C(=Nc3cccc(F)c3)S2)c1 (configuration not stated),1.2,-5.0,15.5,.,.,7.9,5.4,.
Cc1ccc(OCCCc2c(C)n[nH]c2C)cc1,-1.5,11.6,-2.6,-5.7,.,.,-17.9,-22.6
COc1ccc(-c2coc3cc(OC(=O)N4CCOCC4)ccc3c2=O)cc1,1.3,.,-43.1,-3.9,-1.8,-0.8,-18.0,-52.3
COc1ccc(N2CCN(C(=O)c3nn(C)c4c3CS(=O)(=O)c3ccccc3-4)CC2)cc1,0.1,-5.8,-3.2,6.4,-3.2,1.7,-0.1,18.8
O=C(CN(C(=O)c1ccccc1Cl)N1C(=O)C2C3C=CC(C3)C2C1=O)c1cccs1 (configuration not stated),1.0,30.8,-7.4,-3.9,-4.1,.,5.4,0.5
Cc1ccc(C)c(N2CCN(C(=O)CNS(=O)(=O)c3cccs3)CC2)c1,0.0,4.5,5.0,.,.,-1.0,-6.8,.
C[C@@H]1CN([C@@H](C)CO)C(=O)c2cccc(NC(=O)C3CC3)c2O[C@H]1CN(C)C(=O)Nc1cccc2ccccc12,0.5,.,12.1,.,-4.0[16.7 µM],-3.2,-6.9,12.7
C[C@@H]1CN([C@@H](C)CO)C(=O)c2cc(NC(=O)Cn3cnnn3)ccc2O[C@H]1CN(C)S(=O)(=O)c1cn(C)cn1,3.6,2.9,0.2,9.5,-4.7[16.7 µM],-1.6,3.1,.
C[C@H]1NC(=O)[C@@]2(C)[C@@H](c3ccccc3)[C@H]3COc4ccccc4[C@H]3N2C1=O,4.4,0.0,2.3,1.3,3.9,0.6,.,8.3
COc1ccc2nc3ccccc3nc2c1,-0.9,9.3,-121.5,.,54.5,-12.0,.,.
Cc1cc2ncn(-c3nnnn3-c3ccccc3)c2cc1C,.,-1.9,.,-4.3,-20.5,4.5,.,-14.3

# Other records.
SMILES,Casp6 inh,PGC1a acetyl inh,EWS-Fli inh,FN deposit inh,miR122 inh,Cneo AK release,LGR2 inh,PAX8 reporter
Cn1c(-c2ccc(C#N)cc2)c(C#Cc2ccccc2)c2ccccc21,-4.2,-0.1,-23.9,-7.0,8.8,-1.1,-36.4,-9.1
Cc1ccc(S(=O)(=O)Nc2ccc3c(c2)C(=O)N([C@@H](C)CO)C[C@H](C)[C@H](CN(C)S(=O)(=O)c2ccc(C)cc2)OCCCC[C@@H](C)O3)cc1,-0.8,-4.0,10.7,5.9,5.1[16.7 µM],-3.8,0.3,1.9
C=CCN1C(=O)c2oc3ccccc3c(=O)c2C1c1ccc(O)c(OC)c1 (configuration not stated),-1.5,-5.6,-0.9,-0.5,5.6,-0.6,4.0,1.1
COc1ccc(OCCNC(=O)c2ccc3nc(C)c(N(C)C(=O)CCc4ccccc4)n3c2)cc1,-9.6,-3.8,-9.6,0.8,-2.3,1.0,-3.5,10.5
O=C(NCCC(F)(F)F)C1Cc2c(-c3ccc(Cl)cc3)ccnc2O1 (configuration not stated),-1.5,.,-13.1,2.8,-1.4,0.3,-3.3,6.2
O=C(NCC1CCCO1)c1ccccc1NS(=O)(=O)c1cc([N+](=O)[O-])ccc1Cl (configuration not stated),-1.0,.,-6.1,9.8,.,.,0.2,7.6
C=CCCC(=O)N1C[C@H]2CCN(C)[C@H]2C[C@H]1c1ccccc1,-4.0,3.1,-4.4,-0.4,-1.8,-0.6,7.9,-12.3
COc1ccc(/C(N)=N/OC(=O)CCc2ccccc2)cc1OC,0.4,3.0,-20.5,.,.,.,-32.1,-14.8
CC(=O)NC1=NC(=O)/C(=C/c2cn(C(C)=O)nc2-c2ccccc2)S1,9.3,.,8.5,1.9,.,.,.,-20.8
O=C(COc1ccc(/C=C\[N+](=O)[O-])cc1)N1CCOCC1,-4.2,11.3,-7.0,-3.4,.,.,2.4,-16.4
Cc1cc(NC(=O)CSCC(=O)N(C)Cc2cccc(Cl)c2)no1,-173.7,.,1.5,-7.0,-6.3,0.6,-7.1,-4.5
Cc1ccccc1-c1nc2ccccc2c(=O)n1/N=C/c1ccc([N+](=O)[O-])cc1,-2.7,11.8,9.4,3.9,-5.5,1.5,-8.4,8.5
Cc1ccccc1S(=O)(=O)Cc1ccc(C(=O)NC(C)c2ccc3c(c2)OCCO3)o1 (configuration not stated),4.4,-0.7,5.5,6.4,2.6,0.8,-5.1,-2.1
Cc1ccc(S(=O)(=O)CCC(=O)Nc2nc(-c3ccccn3)cs2)cc1,1.0,-6.7,18.8,11.7,11.1,1.1,-7.7,80.3*
COc1cc(OC)c(NC(=O)C2CCCO2)cc1Cl (configuration not stated),-0.2,8.1,0.0,-12.1,-3.6,1.5,-10.3,6.7
CCN(CC(=O)Nc1ccc(NC(C)=O)cc1)C(=O)C1CCCN(C(=O)c2ccc(Cl)cc2)C1 (configuration not stated),2.1,-5.7,-0.5,2.2,.,.,19.8,7.2
CSc1nc(N)nc2c1ncn2CC(=O)N1CCN(Cc2c(C)cc(C)cc2C)CC1,-0.2,15.3,11.5,-23.4,-3.2,3.0,0.8,-29.1
CCCn1c(N)c(C(=O)CN2CCN(S(=O)(=O)c3cccs3)CC2)c(=O)[nH]c1=O,.,8.2,.,6.5,1.7,-0.4,.,13.3
Cc1nn(C(C)C(=O)NCCC2=CCCCC2)c(=O)c2nn(-c3ccccc3)c(C)c12 (configuration not stated),10.1,.,.,7.7,-9.3,-1.7,-9.3,-34.6
Fc1ccc(N/N=C/C=C/c2ccccc2)c(F)c1,.,.,.,2.7,33.3,.,-70.5,-81.2
CCOC(=O)c1sc(=NC(=O)/C=C/c2ccccc2)n(C)c1C,2.0,.,2.7,8.9,-0.6,2.8,-28.0,-3.1
COc1cccc(CN2CCNC(=O)C2CC(=O)N(C)CCc2ccccn2)c1 (configuration not stated),-0.3,.,9.5,-4.1,.,.,12.4,6.9
COc1ccnc(Oc2ccccc2)n1,-3.7,.,-9.7,0.8,-7.8,6.1,-5.7,-3.3
O=C(c1cccc(Cl)c1)N1CCC(N2CCC(C(=O)N3CCCC3)CC2)CC1,-8.0,-18.7,-1.3,5.5,-2.4,7.8,13.2,-17.6
CCc1ccc(NCc2nc(-c3ccccc3)no2)cc1,.,-2.0,.,3.0,-8.5,0.7,-4.1,-23.9

# Quoted from the listing:
# EWS-Fli inh result of COc1cccc(CN2CCNC(=O)C2CC(=O)N(C)CCc2ccccn2)c1 (configuration not stated) = 9.5
# Cneo AK release result of COc1cc(OC)c(NC(=O)C2CCCO2)cc1Cl (configuration not stated) = 1.5

# Later entries:
SMILES,Casp6 inh,PGC1a acetyl inh,EWS-Fli inh,FN deposit inh,miR122 inh,Cneo AK release,LGR2 inh,PAX8 reporter
COc1ccc(S(=O)(=O)N(C)C[C@H]2OCCCC[C@H](C)Oc3ccc(NS(=O)(=O)c4ccccc4)cc3C(=O)N([C@@H](C)CO)C[C@H]2C)cc1,-0.3,-0.8,1.9,-4.5,-13.7[16.7 µM],6.1,-7.8,-0.5
COc1cccc(S(=O)(=O)Nc2ccc3c(c2)C(=O)N(C)C[C@H](OC)[C@H](C)CN(C(=O)Cc2cccnc2)[C@@H](C)CO3)c1,-0.9,8.2,-9.2,.,.,-1.2,12.2,-8.1
Cc1ccccc1NC(=O)Cc1nc(COC(=O)c2cc([N+](=O)[O-])ccc2N)cs1,2.4,.,.,6.2,.,-1.4,-1.1,17.3
c1ccc(-n2ncc3c(NCc4cccs4)ncnc32)cc1,-0.3,1.8,.,-1.6,50.9,.,-20.6,-197.0
Cc1csc(-c2nc3ccccc3n2C(C(=O)NC(C)(C)C)c2ccccc2)c1 (configuration not stated),0.0,.,3.7,6.0,.,.,-0.9,10.1
Cc1ccc(NC(=O)CN2C(=O)/C(=C\c3cccs3)SC2=S)cc1,2.0,.,-2.7,1.8,.,.,.,-7.4
